# High-throughput results from PubChem BioAssay.
# TDP1 block: inhibitors of human tyrosyl-DNA phosphodiesterase TDP1 | Q9NUW8 | recombinant TDP1, AlphaScreen DNA substrate cleavage | Potency, µM (doses to about 130 µM), without a hit: at the top dose activity change, negative = inhibition, actives largely listed as inhibitors | 0.28% of 350,000 active | AID 485290; further: nearly all actives have a fitted effect of over 40% in size
# Target sequence (Q9NUW8 whole entry, looked up): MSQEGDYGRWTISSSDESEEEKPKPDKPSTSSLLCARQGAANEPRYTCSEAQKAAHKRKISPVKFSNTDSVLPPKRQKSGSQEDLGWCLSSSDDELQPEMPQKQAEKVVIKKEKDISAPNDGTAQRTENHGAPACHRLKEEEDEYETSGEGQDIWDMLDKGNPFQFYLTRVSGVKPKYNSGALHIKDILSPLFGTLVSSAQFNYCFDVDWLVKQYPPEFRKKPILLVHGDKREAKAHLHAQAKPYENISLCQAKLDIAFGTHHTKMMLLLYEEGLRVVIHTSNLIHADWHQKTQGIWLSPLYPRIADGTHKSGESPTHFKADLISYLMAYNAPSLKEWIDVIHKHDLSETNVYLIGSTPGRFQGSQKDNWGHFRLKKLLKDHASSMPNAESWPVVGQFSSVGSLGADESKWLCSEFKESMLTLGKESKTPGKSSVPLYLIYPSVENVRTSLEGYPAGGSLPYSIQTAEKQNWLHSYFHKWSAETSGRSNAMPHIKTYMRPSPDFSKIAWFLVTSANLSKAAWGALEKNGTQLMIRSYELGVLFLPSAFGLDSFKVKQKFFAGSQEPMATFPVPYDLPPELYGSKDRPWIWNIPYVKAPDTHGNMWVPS
#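 Compounds were preincubated with Tdp1 (1 nM final) for 15 min at room temperature before substrate (15 nM final) started a 5 min reaction; beads (10 ug/ml final) were then added for 10 min before AlphaScreen detection.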
# FEN1 inhibitor: human FEN1 inhibition; Potency, µM (titrated, usually from 114 µM), inactives show at the highest dose activity change, negative = inhibition, hits mostly inhibitors; Recombinant FEN1 flap cleavage, fluorescence, 15 min; 0.35% of 390,000 active; P39748; further: nearly all actives have a fitted effect of over 65% in size
#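 Nuclease activity of 10 nM FEN1 was measured after 15 min of room-temperature exposure to titrated compounds, by adding 50 nM flap substrate and reading plates at 0 and 15 min.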
# N370S GC: inhibits or activates N370S mutant glucocerebrosidase | 0.092% of 330,000 active | AID 2101 | P04062 | Potency, µM (series often up to 59.4 µM), without a hit: top-dose activity change, negative = inhibition, most hits filed as inhibitors | N370S GC spleen homogenate, 4MU-glucoside fluorescence;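 further: 0% = full enzyme activity and -100% = no enzyme basal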
# Numbers without * were called inactive; ? = inconclusive; . = no result given; & = joins results of further samples; [ ] = another dose, or the depositor's remark. The call rests on the fitted dose curve; in most records, active means well fitted curve in the direction sought with a large enough effect; inconclusive means small, poorly fitted or top-dose-only effect, or another doubt; inactive means no such curve, though single readings can be large; an effect the other way counts as inactive or inconclusive. Unless noted, on the % scale 0 is the no-effect control and ±100 the full control effect; potency means the concentration at half of the fitted maximal effect. The order is random (roughly 0.57% active in at least one column).
SMILES | TDP1 block | FEN1 inhibitor | N370S GC
Cc1ccc(C)c(NC(=O)Cn2c(=O)n(Cc3ccccc3)c(=O)c3oc4ccccc4c32)c1 | 8% | -1% | .
Cc1ccc(CNC(=O)C2CCCN(c3ncnc4c3nc3n4CCCCC3)C2)cc1 (configuration not stated) | -6% | 21% | -4%
CCC(C)NC(=O)CO/N=C/c1ccc(C(=O)OC)cc1 (configuration not stated) | 2% | 0% | 6%
O=C(Nc1ccc2c(c1)OCO2)c1ccc(S(=O)(=O)NCC2CCCO2)cc1 (configuration not stated) | 7% | 0% | -20%
COc1cc2c(c(O)c1OC)-c1c(cc(OC)c(OC)c1OC)C[C@@H](C)[C@@H](C)C2 | 4% | 13% | 1%
COc1cccc(-c2noc(C(C)n3nc(C)c([N+](=O)[O-])c3C)n2)c1 (configuration not stated) | 5% | -12% | 6%
CCN1CCN(c2cc(C(C)C)nc3c(-c4ccccc4)c(C)nn23)CC1 | . | -3% | ?
CC(C)c1ccc(NC(=O)C2(C)Cc3ccccc3C(=O)O2)cc1 (configuration not stated) | 0% | -11% | .

# Other compounds.
SMILES | TDP1 block | FEN1 inhibitor | N370S GC
CC(C)C[C@H](NC(=O)c1[nH]cnc1C(=O)Nc1ccc(Cl)cc1)C(=O)OC(C)(C)C | 10% | -23% | ?
Cc1cc(C)cc(NC(=O)N2CCN(C)c3ncccc32)c1 | 6% | -9% | .
Cc1ccccc1OCC(=O)Nc1cccc(N(C)S(C)(=O)=O)c1 | 3% | 12% | 0%
COc1cc(NC(=O)c2nn(C)c3c2COc2ccccc2-3)cc(OC)c1OC | 3% | -4% | .
Cc1cc(=O)oc2cc(OCc3cc4c(cc3Cl)OCO4)ccc12 | 4% | 1% | 5%
CN(C)c1ccc(N2C(=O)CC(Nc3ccc(N4CCOCC4)cc3)C2=O)cc1 (configuration not stated) | 10% | -8% | -2%
Cc1cc(NS(=O)(=O)c2ccc(NS(=O)(=O)c3ccc(Br)cc3)cc2)no1 | 2%[56.1 µM] | 0% | -12%
CCOc1ccc(OCCC(=O)OCC(=O)NCCc2ccc(S(N)(=O)=O)cc2)cc1 | -8% | -2% | .

# One compound at a time (already shown). Screens in order: TDP1 block	FEN1 inhibitor	N370S GC
# Cc1ccccc1OCC(=O)Nc1cccc(N(C)S(C)(=O)=O)c1 as listed: 3%	12%	0%
# CC(C)C[C@H](NC(=O)c1[nH]cnc1C(=O)Nc1ccc(Cl)cc1)C(=O)OC(C)(C)C as listed: 10%	-23%	?

# More entries follow.
SMILES | TDP1 block | FEN1 inhibitor | N370S GC
CCC(C)(C)NC(=O)C(c1ccc(OC)cc1)N(C(=O)CCC(=O)Nc1cc(C)on1)c1cccc(OC)c1 (configuration not stated) | -7% | -2% | -10%
OCC1(CCOc2ccccc2)CCN(Cc2cccn2-c2ncccn2)CC1 | . | -7% | -6%
CCOC(=O)c1c(C)[nH]c(C)c1S(=O)(=O)N(C)CC(=O)N1CCN(c2ccc(Cl)cc2)CC1 | 11% | -2% | .
O=C(Nc1ccccc1)Nc1cccc(C(F)(F)F)c1 | 1% | -9% | 9%
Cc1ccc(NC(=O)Nc2nnc(N(CC(C)C)CC(C)C)s2)cc1Cl | 3% | 9% | .
COc1ccc(C(=O)N2CCN(C(=O)c3ccco3)CC2)cc1OC | -3% | 13% | -1%
COc1ccc2c(c1)c1c(c(=O)n(-c3ccc(OC)c(OC)c3)c(=O)n1CC(=O)N1CCCC1)n2C | 6% | 14% | .
Cc1ccc(OCc2nnc(N)s2)cc1C | 3% | 6% | 1%

# Further records follow.
SMILES | TDP1 block | FEN1 inhibitor | N370S GC
Cc1cc(-n2c(SCc3ccccc3F)nc3n[nH]c(C)c3c2=N)ccc1Cl | 6% | -10% | 1%
COc1ccc(C)cc1NC(=O)NCCn1nnc2cc(S(=O)(=O)N(C)C)ccc21 | 4% | -3% | .
COc1ccc(OC)c(NC(=O)CN2CCc3ccccc3C2)c1 | 4% | -21% | 1%
CCOc1ccc(-c2cccc(NC(=O)COc3ccc(Cl)cc3)c2)nn1 | 4% | -1% | -2%
CC(C)[C@H](N)C(=O)NC[C@H]1CC[C@H](C(=O)N[C@@H](Cc2ccccc2)C(=O)O)CC1 | . | -1% | 8%
COc1ccc(-c2cc(C(F)(F)F)n3nc(C(=O)NCC45CC6CC(CC(C6)C4)C5)cc3n2)cc1OC | 2% | 11% | .
COc1ccccc1NC(=O)CC(NCc1ccccc1)C(=O)O (configuration not stated) | 7% | 4% | 10%
CCC(C)NC(=S)NNC(=O)c1ccncc1 (configuration not stated) | 8% | 16% | 2%

# A draw from above in order of heavy-atom count, falling.
SMILES | TDP1 block | FEN1 inhibitor | N370S GC
CCC(C)(C)NC(=O)C(c1ccc(OC)cc1)N(C(=O)CCC(=O)Nc1cc(C)on1)c1cccc(OC)c1 (configuration not stated) | -7% | -2% | -10%
COc1ccc(-c2cc(C(F)(F)F)n3nc(C(=O)NCC45CC6CC(CC(C6)C4)C5)cc3n2)cc1OC | 2% | 11% | .
COc1ccc2c(c1)c1c(c(=O)n(-c3ccc(OC)c(OC)c3)c(=O)n1CC(=O)N1CCCC1)n2C | 6% | 14% | .
CCOC(=O)c1c(C)[nH]c(C)c1S(=O)(=O)N(C)CC(=O)N1CCN(c2ccc(Cl)cc2)CC1 | 11% | -2% | .
CCOc1ccc(OCCC(=O)OCC(=O)NCCc2ccc(S(N)(=O)=O)cc2)cc1 | -8% | -2% | .
COc1ccc(C)cc1NC(=O)NCCn1nnc2cc(S(=O)(=O)N(C)C)ccc21 | 4% | -3% | .
CN(C)c1ccc(N2C(=O)CC(Nc3ccc(N4CCOCC4)cc3)C2=O)cc1 (configuration not stated) | 10% | -8% | -2%
Cc1cc(-n2c(SCc3ccccc3F)nc3n[nH]c(C)c3c2=N)ccc1Cl | 6% | -10% | 1%
Cc1cc(NS(=O)(=O)c2ccc(NS(=O)(=O)c3ccc(Br)cc3)cc2)no1 | 2%[56.1 µM] | 0% | -12%
Cc1ccc(NC(=O)Nc2nnc(N(CC(C)C)CC(C)C)s2)cc1Cl | 3% | 9% | .
COc1ccc(C(=O)N2CCN(C(=O)c3ccco3)CC2)cc1OC | -3% | 13% | -1%
Cc1ccccc1OCC(=O)Nc1cccc(N(C)S(C)(=O)=O)c1 | 3% | 12% | 0%
Cc1cc(C)cc(NC(=O)N2CCN(C)c3ncccc32)c1 | 6% | -9% | .
O=C(Nc1ccccc1)Nc1cccc(C(F)(F)F)c1 | 1% | -9% | 9%
CCC(C)NC(=S)NNC(=O)c1ccncc1 (configuration not stated) | 8% | 16% | 2%
Cc1ccc(OCc2nnc(N)s2)cc1C | 3% | 6% | 1%

# Continuation:
SMILES | TDP1 block | FEN1 inhibitor | N370S GC
O=C1CC(c2ccccc2Cl)c2c(sc3c(=O)[nH]c(CCl)nc23)N1 (configuration not stated) | 4% | . | -2%
CCn1cc(C(=O)NCCCN2CCCC2)c(=O)c2cc(S(=O)(=O)N3CCc4ccccc4C3)ccc21 | 3% | -5% | -29%
CCOC(=O)C1CCN(S(=O)(=O)c2c(Cl)ccc3nonc23)CC1 | 8% | . | ?
COc1ccc(C2NC(=O)NC(C)=C2C(=O)OC2CCC(C)CC2)cc1 (configuration not stated) | 4% | 1% | -1%
O=C(Cn1cccc1C(=O)c1ccccc1)NCc1cccnc1 | 5% | 3% | -16%
Cc1nc(-c2ccc(-n3nncc3-c3ccco3)cc2)cs1 | 3% | -8% | -2%
O=[N+]([O-])c1ccc(S(=O)(=O)Nc2ccc(-c3ccc(N4CCOCC4)nn3)cc2)cc1 | . | 0% | 2%
Cc1cc(/C=C2\C(=N)N3N=C(CC(=O)N4CCOCC4)SC3=NC2=O)c(C)n1-c1ccccc1 | 9% | -19% | -4%

# (continued)
SMILES | TDP1 block | FEN1 inhibitor | N370S GC
O=C(Cn1c(NCCCO)nc2ccccc21)c1ccc(Cl)cc1Cl | 6% | -6% | -3%
C[C@@H]1CN(c2c(F)c(N)c3c(=O)c(C(=O)O)cn(C4CC4)c3c2F)C[C@H](C)N1 | 4%&3% | . | 5%&10%
O=C(NCc1cccc(Cl)c1)c1ccncc1 | 6% | 6% | -1%
COC(=O)[C@@]1(Cc2ccc(OC)cc2)[C@H]2c3cc(C(=O)N4CCCC4)n(CCc4ccc(O)c(O)c4)c3C[C@H]2CN1C(=O)c1ccccc1 | 10% | . | -8%
CCO[C@H]1OC(C(=O)N2CCN(Cc3ccc4c(c3)OCO4)CC2)=C[C@@H](c2csc3ccccc23)[C@@H]1CCCO | 8% | -26% | -25%
C[C@H]1CN=C(N(C)C)N1CCCC1CCCCC1 | -2% | -1% | -15%
O=C(c1cc2n(n1)C(C(F)(F)F)CC(c1ccc(F)cc1)N2)N1CCCC1 (configuration not stated) | -4% | -2% | -3%
CN=C(Nc1cc(C)nn1CCC#N)c1ccccc1F | -4% | 4% | -7%

# More structures follow.
SMILES | TDP1 block | FEN1 inhibitor | N370S GC
COc1cccc(N2CC(O)=C(c3nc4ccccc4s3)C2=N)c1 | 5% | -16% | 2%
CC(=O)Nc1ccc(N=Cc2c(O)ccc3ccccc23)cc1 | 7% | -24% | 2%
COc1ccc(/C=C2/C(=N)N3N=C(CC(=O)N4CCCC4)SC3=NC2=O)cc1OC | 5% | 18% | -2%
CCOC1(C(F)(F)F)NC(=O)N(Cc2ccc(OC)cc2)C1=O (configuration not stated) | 5% | 0% | -2%
COc1ccc(NC(=O)C(CCSC)NC(N)=O)cc1NS(=O)(=O)c1ccc(F)cc1 (configuration not stated) | -3% | 9% | -8%
